RORgamma inh – qHTS for inhibitors of ROR gamma transcriptional activity | Nuclear receptor ROR-gamma (Mus musculus), P51450 | Drosophila S2 Gal4-RORgamma UAS-luciferase reporter, 20 h | Potency, µM (series often up to 53.6 µM), for the others: at the top dose activity change, negative = inhibition, actives largely listed as inhibitors | 310,000 compounds, 5.4% hits | AID 2551, 2010; further: on the % scale 0 is the no-effect control and ±100 the full control effect; nearly all actives have a fitted effect of over 60% in size
Target sequence (P51450 whole entry, looked up, the tested form may be a part): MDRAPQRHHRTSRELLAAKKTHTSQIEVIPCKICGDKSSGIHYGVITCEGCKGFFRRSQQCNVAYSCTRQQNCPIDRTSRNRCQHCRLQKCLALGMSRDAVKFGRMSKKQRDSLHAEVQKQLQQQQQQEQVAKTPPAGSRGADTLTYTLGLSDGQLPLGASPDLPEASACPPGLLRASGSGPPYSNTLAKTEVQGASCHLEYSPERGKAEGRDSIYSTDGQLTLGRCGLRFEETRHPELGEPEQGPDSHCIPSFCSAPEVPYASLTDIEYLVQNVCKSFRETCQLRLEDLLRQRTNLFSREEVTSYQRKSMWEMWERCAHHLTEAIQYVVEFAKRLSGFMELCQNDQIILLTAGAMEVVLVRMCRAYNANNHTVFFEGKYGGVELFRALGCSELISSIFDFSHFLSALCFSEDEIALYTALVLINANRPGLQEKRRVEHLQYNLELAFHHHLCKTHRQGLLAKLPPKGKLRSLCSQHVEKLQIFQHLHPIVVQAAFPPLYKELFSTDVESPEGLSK
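Compounds are pin-transferred onto Drosophila Schneider cells expressing a copper-inducible Gal4–ROR gamma transactivation domain fusion. After 1 hr, copper sulfate is added to 700 uM final; luciferase is read 20 hr later.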
MBNL1 CUG block – qHTS Assay for Inhibitors of MBNL1-poly(CUG) RNA binding. 280,000 compounds, 0.036% hits. Muscleblind-like protein 1 (Homo sapiens), Q9NR56. TR-FRET MBNL1-His/biotin-(CUG)12 binding, 665/545 ratio. Potency, µM (titrated, usually from 57.5 µM), inactives show at the highest dose activity change, negative = inhibition, most hits filed as inhibitors; active means well fitted inhibition curve with a large enough effect in the signal ratio, with a control signal flat, not every such curve was filed as active; inconclusive means small, poorly fitted or top-dose-only effect, or effect the other way, or a change in a side signal; inactive means no such curve, though single readings can be large or run the other way; the % refers to the signal ratio; further: on the % scale 0 is the no-effect control and ±100 the full control effect
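Ratiometric TR-FRET (665 over 545 nm, excitation 340 nm) tracks disruption of MBNL1-His/biotin-(CUG)12 complex after 60 min at room temperature, with compounds at 92 nM to 58 uM final.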
ELG1 genotoxic – qHTS screen for small molecules that induce genotoxicity in human embryonic kidney (HEK293T) cells expressing luciferase-tagged ELG1; HEK293T ELG1-luciferase reporter, luminescence, 16 h; Potency, µM (doses to about 46 µM), for the others: top-dose activity change, positive = activation, hits mostly activators; 330,000 compounds, 1.3% hits; AID 504466, 2011; further: % of control where 0% means no effect; nearly all actives have a fitted effect of over 60% in size
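Reporter readout depends on ELG1 protein level, which increases with genetic stress. After 16 hr compound exposure at 37 °C, luciferase activity was quantified using ONE-Glo.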
FLuc modulator – qHTS profiling assay for firefly luciferase inhibitor/activator using purifed enzyme and Km concentrations of substrates (counterscreen for miR-21 project). 360,000 compounds, 6.9% hits. purified FLuc, Km substrates, luminescence inhibition. Potency, µM (highest dose often 57.5 µM), for the others: top-dose activity change, negative = inhibition, actives largely listed as inhibitors. AID 588342, 2011;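 further: plate controls were vehicle for no effect and reference inhibitor for full effect; nearly all actives have a fitted effect of over 55% in size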
Target sequence (P08659 whole entry, looked up): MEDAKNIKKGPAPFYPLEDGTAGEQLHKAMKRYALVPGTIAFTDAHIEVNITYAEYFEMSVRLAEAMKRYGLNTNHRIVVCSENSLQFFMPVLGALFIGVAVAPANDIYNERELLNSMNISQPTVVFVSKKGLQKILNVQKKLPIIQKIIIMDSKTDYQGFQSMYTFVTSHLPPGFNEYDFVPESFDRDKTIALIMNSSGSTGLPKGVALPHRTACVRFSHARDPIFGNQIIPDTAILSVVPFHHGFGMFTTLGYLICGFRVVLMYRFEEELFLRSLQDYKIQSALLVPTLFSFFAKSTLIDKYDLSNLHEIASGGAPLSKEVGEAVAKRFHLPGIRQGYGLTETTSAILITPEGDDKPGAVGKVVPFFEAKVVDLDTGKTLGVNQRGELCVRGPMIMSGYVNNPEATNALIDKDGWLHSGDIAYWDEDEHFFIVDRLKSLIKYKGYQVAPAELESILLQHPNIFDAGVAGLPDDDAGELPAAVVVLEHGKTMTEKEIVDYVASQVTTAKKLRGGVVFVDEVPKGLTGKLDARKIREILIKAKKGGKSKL
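Biochemical qHTS of compounds, final roughly 60 µM downward over six points, against 10 nM purified firefly luciferase using Km concentrations of substrates (10 uM D-luciferin, 10 uM ATP) in Tris acetate pH 7.5 buffer; luminescence output.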
Rab9 prom act – qHTS Assay for Rab9 Promoter Activators; Huh7 Rab9 promoter-luciferase reporter, luminescence, 24 h; Potency, µM (titrated, usually from 9.22 µM), for the others: at the highest dose activation, negative = inhibition, hits mostly activators; 320,000 compounds, 2.8% hits; further: % of control where 0% means no effect; nearly all actives have a fitted effect of over 60% in size
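Quantitative HTS format; Huh7 Rab9-luciferase reporter cells (1500/well) receive compound 2 h post-plating, incubate 24 h at 37 °C, then get luciferase reagent for 10 min before luminescence reading.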
p53 reactivator – qHTS assay for re-activators of p53 using a Luc reporter. H1299 p53-A138V BP100-luciferase reporter, luminescence, 24 h. Potency, µM (doses to about 92.2 µM), without a hit: top-dose activity change, positive = activation, usual class: activators. 320,000 compounds, 0.063% hits. AID 504706, 2011; further: % of control where 0% means no effect; nearly all actives have a fitted effect of over 45% in size
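H1299 (p53-null), stable ts p53-A138V + BP100-Luc; 1000 cells/well, Opti-MEM/10% FBS; cpd 4 pt, 1:5; 24 h, 37 deg C, 5% CO2; detection reagent 10 min RT; luminescence.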
NPC1 prom act – qHTS Assay for NPC1 Promoter Activators; Huh7 NPC1 promoter luciferase reporter, 24 h; 320,000 compounds, 2.4% hits; Potency, µM (series often up to 9.22 µM), inactives show at the top dose activation, most hits filed as activators;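 further: % of control where 0% means no effect; nearly all actives have a fitted effect of over 60% in size; reporter is driven by a mutant NPC1 promoter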
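Quantitative HTS used a cell-based reporter: Huh7 cells stably bearing the NPC1 promoter upstream of luciferase were treated with compounds for 24 h, and promoter activation was read as luminescence.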
uPA generation – qHTS for Inhibitors of Cell Surface uPA Generation. AID 540303, 2011. cell surface uPA generation assay, qHTS. Potency, µM (doses to about 38.3 µM), for the others: at the top dose activity change, negative = inhibition, actives largely listed as inhibitors. 330,000 compounds, 0.31% hits; active means well fitted inhibition curve with a large enough effect; inconclusive means small, poorly fitted or top-dose-only effect; inactive means no such curve, though single readings can be large or run the other way; tested in mouse RAW 264.7 cells; further: on the % scale 0 is the no-effect control and ±100 the full control effect; nearly all actives have a fitted effect of over 55% in size
BRCA1 expr act – qHTS Assay to Identify Small Molecule Activators of BRCA1 Expression. MCF7-BRCA1-FFLuc reporter, luminescence, 48 h; response scale: scaled: vehicle 0%, 10 µM genistein 100%. Potency, µM (titrated, usually from 46.1 µM), for inactives: top-dose activation, hits mostly activators. 380,000 compounds, 1.1% hits. AID 624202, 2012; further: nearly all actives have a fitted effect of over 80% in size; some results filed as inactive show a strong effect at the top dose
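MCF7-BRCA1-FFLuc cells, 2000/well in phenol-red-free MEM, attached 2 h then treated 48 h at 37 C. Luciferase luminescence read 15 min after reagent; normalized to genistein maximum activation (10microM) and DMSO, concentration-response fitted.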
VP16 counter – VP16 counterscreen qHTS for inhibitors of ROR gamma transcriptional activity; Drosophila S2 Gal4-VP16 UAS-luciferase, luminescence, 20 h; Potency, µM (series often up to 53.6 µM), for the others: top-dose activity, negative = inhibition, hits mostly inhibitors; 310,000 compounds, 3.5% hits; AID 2546, 2010;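 further: Gal4-VP16 expression switched on by copper sulfate through the metallothionein promoter; on the % scale 0 is the no-effect control and ±100 the full control effect; nearly all actives have a fitted effect of over 50% in size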
An asterisk follows results filed as active; [ ] = remark or other dose. Unless noted, the call rests on the fitted dose curve; in most records, active means well fitted curve in the direction sought with a large enough effect; inconclusive means small, poorly fitted or top-dose-only effect, or another doubt; inactive means no such curve, though single readings can be large; an effect the other way counts as inactive or inconclusive. Potency means the concentration at half of the fitted maximal effect. The order is random; about 13% have a hit in one of these screens.

What do the screens show for `COc1cc(/C=N/NC(=O)c2cccnc2)ccc1OS(=O)(=O)c1cc(C)ccc1C`?
RORgamma inh: -58%; MBNL1 CUG block: -4%; ELG1 genotoxic: -5%; FLuc modulator: -1%; Rab9 prom act: -4%; p53 reactivator: -4%; NPC1 prom act: -3%; uPA generation: -5%; BRCA1 expr act: -14%; VP16 counter: inconclusive

How did Cc1cccc(CS(=O)(=O)Cc2ccc(C(=O)NCCCN3CCCC3)o2)c1 do in these assays?
RORgamma inh: -6%; MBNL1 CUG block: 9%; ELG1 genotoxic: -4%; FLuc modulator: 0%; Rab9 prom act: 0%; p53 reactivator: 0%; NPC1 prom act: -1%; BRCA1 expr act: -21%; VP16 counter: -8%

How did Cc1ccc(-n2nnnc2-c2cnc(N3CCCC3)nc2C(F)(F)F)cc1 do in these assays?
RORgamma inh: inconclusive; MBNL1 CUG block: 3%; ELG1 genotoxic: -8%; FLuc modulator: 7%; Rab9 prom act: -5%; p53 reactivator: -4%; NPC1 prom act: -1%; uPA generation: -4%; BRCA1 expr act: -82%[inhibitor]; VP16 counter: 16µM*

What do the screens show for `O=S(=O)(NCc1cc(-c2ccccc2Cl)no1)c1ccc(Cl)cc1`?
RORgamma inh: 7%; MBNL1 CUG block: 13%; ELG1 genotoxic: -1%; FLuc modulator: 3%; Rab9 prom act: 0%; p53 reactivator: -1%; NPC1 prom act: 2%; uPA generation: 7%; BRCA1 expr act: 7%; VP16 counter: -11%

What do the screens show for `CC1(OC(=O)c2cccs2)C(=O)C=C2C=C3CCCN3C=C2C1=O` (stereo unspecified)?
RORgamma inh: -7%; MBNL1 CUG block: inconclusive; ELG1 genotoxic: 2%; FLuc modulator: 4%; Rab9 prom act: -2%; p53 reactivator: -1%; NPC1 prom act: 0%; uPA generation: 1%; BRCA1 expr act: -5%; VP16 counter: -18%

What do the screens show for `C/C(=N\O)c1oc2ccc3c(C)cc(=O)oc3c2c1C`?
RORgamma inh: -18%; MBNL1 CUG block: -9%; ELG1 genotoxic: 3%; FLuc modulator: -1%; Rab9 prom act: -1%; p53 reactivator: -2%; NPC1 prom act: 0%; uPA generation: -2%; BRCA1 expr act: 39%; VP16 counter: -3%

Results for CCNc1nc(N)nc(Oc2ccc(OCCOc3ccc(Cl)cc3Cl)nn2)n1 ?
RORgamma inh: 1%; MBNL1 CUG block: -1%; ELG1 genotoxic: 5%; FLuc modulator: 0%; Rab9 prom act: -2%; p53 reactivator: -10%; NPC1 prom act: -3%; uPA generation: -11%; BRCA1 expr act: -20%; VP16 counter: -6%

How did Cc1ccccc1N1CCN(C2CCCN(C(=O)CN3CCCC3=O)C2)CC1 (stereo unspecified) do in these assays?
RORgamma inh: 14%; MBNL1 CUG block: -7%; ELG1 genotoxic: -1%; FLuc modulator: -1%; Rab9 prom act: 4%; p53 reactivator: -3%; NPC1 prom act: 0%; uPA generation: 12%; BRCA1 expr act: -18%; VP16 counter: -17%

What do the screens show for `COc1ccc(OC)c(S(=O)(=O)N2CCC3(CC2)OCCN3S(=O)(=O)c2cccs2)c1`?
ELG1 genotoxic: -1%; FLuc modulator: 0%; Rab9 prom act: 2%; p53 reactivator: 2%; NPC1 prom act: 1%; uPA generation: -2%; BRCA1 expr act: -4%

How did O=C(O)c1ccc(Cn2cnc3scc(-c4ccccc4)c3c2=O)cc1 do in these assays?
RORgamma inh: -10%; MBNL1 CUG block: -1%; ELG1 genotoxic: 1%; FLuc modulator: -13%; Rab9 prom act: -5%; p53 reactivator: -1%; NPC1 prom act: 0%; uPA generation: -5%; BRCA1 expr act: -3%; VP16 counter: -18%

How did CCC1=Nc2cc(C(=O)O)ccc2Sc2ccc(Cl)cc21 do in these assays?
RORgamma inh: -38%; MBNL1 CUG block: -27%; ELG1 genotoxic: 2%; FLuc modulator: 6%; Rab9 prom act: -6%; p53 reactivator: -1%; NPC1 prom act: -1%; uPA generation: -16%; BRCA1 expr act: 0%; VP16 counter: -8%

Results for CCc1cccc2c(C(=O)CSc3nnc(C4CC4)o3)c[nH]c12 ?
ELG1 genotoxic: 0%; FLuc modulator: 1%; Rab9 prom act: -7%; p53 reactivator: 0%; NPC1 prom act: -17%; uPA generation: 1%; BRCA1 expr act: 0%

How did CCN(CC)C(=O)Cn1cnc2sc(C)c(S(=O)(=O)N3CCC(C)CC3)c2c1=O do in these assays?
RORgamma inh: 15%; MBNL1 CUG block: -12%; ELG1 genotoxic: 10%; FLuc modulator: 3%; Rab9 prom act: 2%; p53 reactivator: 7%; NPC1 prom act: -3%; uPA generation: 1%; BRCA1 expr act: -2%; VP16 counter: -1%

How did O=C(Nc1ccc(F)cc1)C1CCN(C(=O)c2ccc(F)cc2)CC1 do in these assays?
ELG1 genotoxic: 2%; Rab9 prom act: 2%; p53 reactivator: 20%; NPC1 prom act: -1%; uPA generation: -12%; BRCA1 expr act: -1%

What do the screens show for `CN(CCC(=O)c1ccccc1)CCC(=O)c1ccccc1`?
RORgamma inh: 9%; MBNL1 CUG block: -1%; ELG1 genotoxic: 2%; FLuc modulator: -1%; Rab9 prom act: 5%; p53 reactivator: 7%; NPC1 prom act: 0%; uPA generation: -2%; BRCA1 expr act: -26%; VP16 counter: 2%

What do the screens show for `Cc1cc(C)cc(N2C(=O)CC(Sc3nnnn3-c3ccccc3)C2=O)c1` (stereo unspecified)?
RORgamma inh: inconclusive; MBNL1 CUG block: 10%; ELG1 genotoxic: -2%; FLuc modulator: inconclusive; Rab9 prom act: 0%; p53 reactivator: -12%; NPC1 prom act: 0%; uPA generation: inconclusive; BRCA1 expr act: 1%; VP16 counter: 7.1µM*

Results for O=C(Nc1nnc(-c2ccc3c(c2)OCCO3)o1)c1ccc(Cc2ccccc2)cc1 ?
RORgamma inh: 5.6µM*; MBNL1 CUG block: 3%; ELG1 genotoxic: -11%; FLuc modulator: -2%; Rab9 prom act: -7%; p53 reactivator: 5%; NPC1 prom act: 2%; uPA generation: 2%; BRCA1 expr act: 0%; VP16 counter: 7.1µM*

How did Cc1cc(NC(=O)COC(=O)c2n[nH]c3ccccc23)no1 do in these assays?
RORgamma inh: 13%; MBNL1 CUG block: 1%; ELG1 genotoxic: 3%; FLuc modulator: -8%; Rab9 prom act: 1%; p53 reactivator: -2%; NPC1 prom act: -2%; uPA generation: 2%; BRCA1 expr act: -7%; VP16 counter: -5%

How did Oc1c(/C=N/c2ccccn2)sc2ccccc12 do in these assays?
RORgamma inh: inconclusive; MBNL1 CUG block: inconclusive; ELG1 genotoxic: inconclusive; FLuc modulator: 0.54µM*; Rab9 prom act: inconclusive; p53 reactivator: inconclusive; NPC1 prom act: 22%; uPA generation: 10%; BRCA1 expr act: -24%; VP16 counter: inconclusive

Results for O=C(c1cc2cc(Cl)ccc2o1)N1CCCC1 ?
RORgamma inh: -19%; MBNL1 CUG block: -3%; ELG1 genotoxic: inconclusive; FLuc modulator: inconclusive; Rab9 prom act: 20%; p53 reactivator: 20%; NPC1 prom act: 23%; uPA generation: -3%; BRCA1 expr act: inconclusive; VP16 counter: 1%

How did c1ccc(C(Cc2nc(-c3ccccn3)no2)c2ccccc2)cc1 do in these assays?
RORgamma inh: inconclusive; MBNL1 CUG block: -4%; ELG1 genotoxic: 4%; FLuc modulator: inconclusive; Rab9 prom act: inconclusive; p53 reactivator: inconclusive; NPC1 prom act: inconclusive; uPA generation: 5%; BRCA1 expr act: 53%; VP16 counter: inconclusive

How did CCCCC(=O)Nc1nc2ccc3nc(C)sc3c2s1 do in these assays?
RORgamma inh: inconclusive; MBNL1 CUG block: 9%; ELG1 genotoxic: 15%; FLuc modulator: inconclusive; Rab9 prom act: 18%; p53 reactivator: inconclusive; NPC1 prom act: 0%; uPA generation: 8%; BRCA1 expr act: 1%; VP16 counter: -16%

Results for O=C(/C=C/c1ccccc1)Oc1ccc(C(=S)N2CCOCC2)cc1 ?
RORgamma inh: -2%; MBNL1 CUG block: 5%; ELG1 genotoxic: 6%; FLuc modulator: -2%; Rab9 prom act: -1%; p53 reactivator: -2%; NPC1 prom act: -2%; uPA generation: -1%; BRCA1 expr act: 10%; VP16 counter: 8%

What do the screens show for `Cc1cccc(NC(=O)CNC(=O)COc2cc(F)ccc2[N+](=O)[O-])c1C`?
RORgamma inh: 24%; MBNL1 CUG block: 8%; ELG1 genotoxic: -1%; FLuc modulator: -3%; Rab9 prom act: -1%; p53 reactivator: 2%; NPC1 prom act: -4%; uPA generation: 1%; BRCA1 expr act: -25%; VP16 counter: -11%

Compound activity as filed in PubChem.
